UTI89 phage lysis = inhibition of K1F phage lysis, E. coli UTI89, bacterial capsule biogenesis inhibitors, alamar blue (AID 488966) | inhibition, % at 100 µM; hits with a dose series show IC50 in µM | E. coli UTI89 K1F phage lysis, alamar blue, 2 h; higher % means a stronger effect | actives 0.02% (n = 340,000);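 active = phage lysis inhibition, versus mean bacterial control, above a set limit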;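 also: capsule biogenesis inhibitors block K1F phage lysis so surviving cells raise fluorescence; higher fluorescence means more inhibition of phage lysis; actives were called in the ten point dose series up to 300 µM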
PMI inhibitors = inhibitors of human PMI, primary screen, biochemical, fluorescence intensity, coupled assay (AID 1209). purified PMI enzyme, coupled fluorescence intensity; higher % means a stronger effect. inhibition, % at 20 µM, or IC50 in µM where a hit was titrated. actives 0.42% (n = 190,000);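 also: plate controls were DMSO vehicle for no effect and wells lacking substrate for full effect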
WT yeast gro inh = growth inhibition of WT strain, primary screen, mitochondrial fusion inhibitor project, WT and mutant strains, chemical genetic; mitochondrial fusion phenotypic screen; inhibition, % at 10 µM; actives 2.1% (n = 190,000); AID 1362, 2008; in the data active = inhibition above about 58%; tested in S. cerevisiae
Hep lipid drop = inhibitors of hepatocyte lipid droplet formation, primary screen, imaging, high-throughput imaging, BODIPY stain. AML12 mouse hepatocytes, oleate lipid droplets. inhibition, % at 6.5 µM. actives 0.4% (n = 240,000);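 active = lipid droplet intensity inhibited by at least 50%, with more than 500 cells counted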
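Test system: AML12 mouse liver cells; schedule: overnight exposure; technique: high-content imaging of BODIPY-stained droplets and DAPI nuclei; read-out: % inhibition of corrected integrated BODIPY droplet signal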
Myeloid diff MLP = induction of myeloid progenitor differentiation, primary screen, cell-based, flow cytometry, MLPCN library | calls only at 10 µM | ER-HoxA9 myeloid progenitors, lysozyme-GFP differentiation | actives 1% (n = 360,000);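 active = normalized GFP-positive differentiation at or above the plate's own cutoff, the solvent-only control mean plus 3 SD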;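 also: cells exposed to compound for four days before flow analysis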
CSM14.1 death rescue = rescue of cells from ER stress-induced death, primary screen, 384-well, CSM14.1, thapsigargin, ATP luminescence (AID 1222); CSM14.1 thapsigargin-induced death rescue, ATP luminescence; higher % means a stronger effect; cellular ATP content (survival), % at 20 µM; hits with a dose series show EC50 in µM; 190,000 tested, under 10 active;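 active = EC50 below 50 µM in the dose-response confirmation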;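 also: death triggered by thapsigargin at about 15 µM added after 2 h compound pretreatment; cell ATP read after overnight thapsigargin exposure of roughly 18 to 22 hours; normalized against plate controls of thapsigargin alone and 5% DMSO vehicle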
TNAP activation fold = human TNAP enzyme activators, primary screen, biochemical, luminescent, no phosphate acceptor, uHTS (AID 1001); activation fold at 20 µM, or EC50 in µM where a hit was titrated; Alkaline phosphatase, tissue-nonspecific isozyme (Homo sapiens); actives 0.03% (n = 200,000); purified TNAP, luminescent activation assay, no phosphate acceptor; higher activation fold means a stronger effect; in the data active = activation fold from about 3, or a potency from the dose series; inactive = the rest, 99 in 100 with activation fold below about 1.6; also: many of its hits are not listed in these tables
M1AAP inhibition = P. falciparum M1AAP inhibitors, biochemical, fluorogenic H-Leu-NHMec substrate, 1536-well (AID 1445); recombinant M1AAP, H-Leu-NHMec fluorogenic kinetic assay; higher % means a stronger effect; inhibition, % at 30 µM, or IC50 in µM where a hit was titrated; actives 0.42% (n = 220,000);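 active = primary inhibition above the hit cutoff, then over 50% inhibition at one or more dose response concentrations, cut at about 23% in these data, passing the limit was not always enough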;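 also: plate controls were DMSO full reaction for no effect and no enzyme background for full effect; strong numbers were not always called active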
human PMI inhibitors = human PMI inhibitors, high substrate, primary screen, biochemical, fluorescence intensity, high mannose 6-phosphate (AID 1220); Mannose-6-phosphate isomerase (Homo sapiens); recombinant PMI enzyme, coupled fluorescence intensity; higher % means a stronger effect; inhibition, % at 20 µM, or IC50 in µM where a hit was titrated; actives 0.66% (n = 190,000)
WT yeast gro inh mutant strain = second read-out of WT yeast gro inh, no call of its own (marks repeat the call); inhibition, %; mitochondrial fusion phenotypic screen, mutant strain inhibition
Hep lipid drop cells 6.5 µM = recorded beside Hep lipid drop, whose call it bears; cell count; measured here: cell count, cytotoxicity flag;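 cells counted across two imaged fields per well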
Myeloid diff MLP GFP+ MAC1+ % = further read-out of Myeloid diff MLP, marked with its call; GFP+ MAC1+ double positive, %; measured here: differentiation confirmed by MAC1 staining
Starred values were filed as active, the others as inactive; i = inactive; nt = not tested or not shown; + = active, no number; [ ] = dose if it differs, or a comment. Rule as the data show it, unless noted: active = inhibition above about 50%; inactive = the rest.

#	Molecule	UTI89 phage lysis	PMI inhibitors	WT yeast gro inh	WT yeast gro inh mutant strain	Hep lipid drop	Hep lipid drop cells 6.5 µM	Myeloid diff MLP	Myeloid diff MLP GFP+ MAC1+ %	CSM14.1 death rescue	TNAP activation fold	M1AAP inhibition	human PMI inhibitors
1	COc1cccc(CC2(CO)CCCN(Cc3cc4ccccc4[nH]3)C2)c1 (stereo unspecified)	4.5%	5%	16	26	-4	650	i	0.3	-3.0%	1	2%	6%
2	O=[N+]([O-])C(=C1Nc2ccccc2N1)C(Cl)=C(Cl)Cl	-0.3%	28%	1	6	-25	651	i	0.9	2.5%	1.1	2%	25%
3	COc1ccc(NC(=O)c2[nH]c(C)c(C(C)=O)c2C)cc1Cl	-0.7%	5%	17	4	nt	nt	i	0.2	-3.0%	1	-1%	10%
4	COCCN(CC(=O)NCc1ccccc1)C(=O)CCC(=O)Nc1ccccn1	9.3%	8%	-7	-6	2	674	i	1.1	-2.0%	1.1	-3%	6%
5	Cc1ccc(C(=O)Cn2c(C(=O)/C=C/c3ccccc3)nc3ccccc32)cc1	1.0%	-7%	-8	-4	nt	nt	i	1.6	1.0%	0.9	-2%	-8%
6	CCc1c(C)nc2ncnn2c1N1CCCC(C(=O)NCc2cccs2)C1 (stereo unspecified)	2.2%	10%	-18	12	-4	462	i	0.1	0.2%	1.1	4%	10%
7	COC(=O)c1ccccc1NC(=O)c1nc2nc(C)cc(C)n2n1	0.5%	6%	12	8	-1	753	i	3.6	2.1%	1.1	1%	-3%
8	COc1ccc(-c2nnn(CC(=O)N(CCO)C(C(=O)NC3CCCC3)c3ccc(F)cc3)n2)cc1 (stereo unspecified)	6.5%	0%	-3	-2	nt	nt	i	1.3	-0.9%	1.1	-4%	-2%
9	CCOC(=O)N1CCN(S(=O)(=O)c2ccc3c(c2)CCN3C(=O)C2CCC2)CC1	-0.1%	6%	-4	19	-31	556	i	0.1	1.0%	1.1	-3%	2%
10	Cc1cc(C)n2ncc(/C(N)=N/OC(=O)c3ccccc3F)c2n1	-0.9%	nt	nt	nt	-7	669	i	0.6	nt	nt	4%	nt
11	Cc1ccc(C(=O)NNC(=O)c2ccco2)cc1	1.2%[50 µM]	14%	-4	10	12	621	i	0.6	-0.8%	1.2	4%	10%
12	CCOC(=O)Nc1ccc2c(c1)OCO2	-0.1%	12%	12	5	nt	nt	i	1.2	-1.4%	1.1	-2%	16%
13	c1ccc(-c2noc(CN3CCc4sccc4C3)n2)cc1	-0.1%	17%	-9	-4	7	691	i	0.4	0.7%	1.1	2%	18%
14	CCOC(=O)c1sc2nc(C(C)C)c3c(c2c1N)CCC3	0.3%	4%	-10	-1	-17	508	i	0.2	-2.4%	1.1	-3%	-6%
15	CN(Cc1ccccc1)C(=O)COC(=O)c1cc(Cl)nc(Cl)c1	0.3%	-7%	5	-9	4	687	i	0.7	-2.4%	1.2	4%	3%

Of the compounds above, these have four or more nitrogen atoms:
#	Molecule	UTI89 phage lysis	PMI inhibitors	WT yeast gro inh	WT yeast gro inh mutant strain	Hep lipid drop	Hep lipid drop cells 6.5 µM	Myeloid diff MLP	Myeloid diff MLP GFP+ MAC1+ %	CSM14.1 death rescue	TNAP activation fold	M1AAP inhibition	human PMI inhibitors
4	COCCN(CC(=O)NCc1ccccc1)C(=O)CCC(=O)Nc1ccccn1	9.3%	8%	-7	-6	2	674	i	1.1	-2.0%	1.1	-3%	6%
6	CCc1c(C)nc2ncnn2c1N1CCCC(C(=O)NCc2cccs2)C1 (stereo unspecified)	2.2%	10%	-18	12	-4	462	i	0.1	0.2%	1.1	4%	10%
7	COC(=O)c1ccccc1NC(=O)c1nc2nc(C)cc(C)n2n1	0.5%	6%	12	8	-1	753	i	3.6	2.1%	1.1	1%	-3%
8	COc1ccc(-c2nnn(CC(=O)N(CCO)C(C(=O)NC3CCCC3)c3ccc(F)cc3)n2)cc1 (stereo unspecified)	6.5%	0%	-3	-2	nt	nt	i	1.3	-0.9%	1.1	-4%	-2%
10	Cc1cc(C)n2ncc(/C(N)=N/OC(=O)c3ccccc3F)c2n1	-0.9%	nt	nt	nt	-7	669	i	0.6	nt	nt	4%	nt

New compounds follow
#	Molecule	UTI89 phage lysis	PMI inhibitors	WT yeast gro inh	WT yeast gro inh mutant strain	Hep lipid drop	Hep lipid drop cells 6.5 µM	Myeloid diff MLP	Myeloid diff MLP GFP+ MAC1+ %	CSM14.1 death rescue	TNAP activation fold	M1AAP inhibition	human PMI inhibitors
16	Cc1cc(SCC(=O)Nc2ccccc2C)nc(C)n1	-0.2%	-4%	-7	-6	nt	nt	i	2.2	-2.2%	1	-5%	-1%
17	COc1ccc2cc(Br)ccc2c1CC(=O)NCC1CCCO1 (stereo unspecified)	-0.5%	6%	0	3	-6	708	i	1.0	-1.3%	1.1	10%	-2%
18	COc1ccc(/C=C/C(=O)N2CCN(S(=O)(=O)/C=C/c3ccccc3)CC2)cc1OC	3.6%	4%	-1	4	12	653	i	0.4	2.9%	1.2	1%	-10%
19	CCCOc1c(OC)cccc1C1CC(=O)Nc2cc3c(cc21)OCCO3 (stereo unspecified)	0.2%	10%	17	-4	nt	nt	i	0.4	-0.2%	1	6%	11%
20	O=C(C1Cc2ccccc2O1)N1CCCCC1 (stereo unspecified)	-0.6%	-1%	-8	-1	nt	nt	i	3.9	2.0%	1.1	5%	1%
21	N#CCSc1nc(-c2ccccc2)c2cc(Cl)ccc2n1	4.4%	8%	2	-26	8	657	i	0.2	15%	1.1	3%	5%
22	O=C1c2cnccc2CN1Cc1ccccc1	1.4%	-8%	2	2	nt	nt	i	0.6	-2.0%	1.1	1%	-4%
23	C=CCNC(=O)CSc1nc2cc(C(=O)OCC)ccc2n1CC	-0.1%	-7%	-16	-17	nt	nt	i	7.5	-0.9%	1	3%	-10%
24	Cc1ccc(NC(=S)N(Cc2ccccc2)Cc2cccs2)c(C)c1	-0.1%	4%	5	21	14	771	i	0.7	1.0%	1.1	4%	2%
25	COc1ccc(NC(=O)c2c(Nc3ccccc3)sc(C(=O)c3ccc(F)cc3)c2N)cc1	0.7%	12%	24	25	-79	632	i	0.6	1.1%	1	0%	-5%
26	CCOc1ccc(C2C(C#N)=C(C)NC3=C2C(=O)c2ccccc23)cc1 (stereo unspecified)	-0.2%	0%	1	-4	-15	804	i	2.5	-4.1%	0.9	-1%	-4%
27	CCSc1ccccc1C(=O)Nc1nncs1	0.8%	4%	29	7	6	648	i	0.6	-0.2%	1.1	3%	-8%
28	COc1ccc(-c2[nH]ncc2-c2cscn2)c(O)c1	nt	9%	-7	10	9	692	i	0.4	-0.8%	1.7	4%	8%
29	CCCCCc1c(C)nc(Nc2ccccc2)[nH]c1=O	1.1%	12%	3	3	-8	663	i	0.4	-2.5%	0.9	3%	13%
30	COc1ccc(CCCC(=O)N/N=C/c2ccc(C)cc2)cc1	-0.4%	-12%	-2	0	1	673	i	0.1	-1.7%	1.1	8%	-11%

Entries above that contain two or more sulfur atoms:
#	Molecule	UTI89 phage lysis	PMI inhibitors	WT yeast gro inh	WT yeast gro inh mutant strain	Hep lipid drop	Hep lipid drop cells 6.5 µM	Myeloid diff MLP	Myeloid diff MLP GFP+ MAC1+ %	CSM14.1 death rescue	TNAP activation fold	M1AAP inhibition	human PMI inhibitors
24	Cc1ccc(NC(=S)N(Cc2ccccc2)Cc2cccs2)c(C)c1	-0.1%	4%	5	21	14	771	i	0.7	1.0%	1.1	4%	2%
27	CCSc1ccccc1C(=O)Nc1nncs1	0.8%	4%	29	7	6	648	i	0.6	-0.2%	1.1	3%	-8%

Next results.
#	Molecule	UTI89 phage lysis	PMI inhibitors	WT yeast gro inh	WT yeast gro inh mutant strain	Hep lipid drop	Hep lipid drop cells 6.5 µM	Myeloid diff MLP	Myeloid diff MLP GFP+ MAC1+ %	CSM14.1 death rescue	TNAP activation fold	M1AAP inhibition	human PMI inhibitors
31	CSc1nccc(Oc2cccc(C#N)c2)n1	2.5%	-4%	-4	1	-13	636	i	0.0	0.8%	1.1	0%	-5%
32	O=C(CCc1nnc(-c2ccsc2)o1)N1CCCCC1CCn1ccnc1 (stereo unspecified)	0.2%	12%	-3	-29	0	718	i	0.2	1.5%	1.1	8%	6%
33	CCC(C)N(C(=O)CSc1nc(-c2ccccc2)cs1)C1CCS(=O)(=O)C1 (stereo unspecified)	0.3%	6%	-27	-4	6	755	i	0.6	-0.9%	1.2	12%	3%
34	CCOc1ccc(S(=O)(=O)Nc2ccc(C(=O)N/N=C(\C)c3ccc(-n4ccnc4)cc3)cc2)cc1	-5.2%	-14%	-8	-8	-1	777	i	0.6	3.4%	0.9	3%	-8%
35	O=C/C(=C\Nc1ccccn1)c1nc2cc(Cl)ccc2o1	-1.1%	-12%	8	-8	16	818	+	1.4*	-3.4%	1.2	8%	24%
36	CNS(=O)(=O)c1ccc2ccccc2c1	-0.1%[50 µM]	nt	nt	nt	-18	695	i	0.4	nt	nt	6%	nt
37	CCOc1ccccc1N1CCN(C(=S)NCc2ccccc2)CC1	0.1%	-10%	23	-19	-8	696	i	0.3	-1.9%	1.1	-10%	-14%
38	O=C(Nc1ccccc1-c1nc2ccccc2s1)c1cccnc1	0.6%[50 µM]	7%	-7	-13	23	651	i	3.1	-2.5%	1	7%	-5%
39	Cc1cc(C(F)(F)F)n(-c2nc(C(=O)O)cs2)n1	-0.5%	-35%	8	4	-3	663	i	0.6	-5.5%	1	-5%	-11%
40	CCOC(=O)c1cnc2c(cnn2C)c1NCc1ccc(OC)cc1	-0.2%	-8%	6	6	5	720	i	0.3	-0.2%	1.1	-2%	4%
41	CCO[C@@H]1OC(C(=O)NC2CC2)=C[C@H](C(C)(C)C)[C@H]1CCCO	1.1%	nt	nt	nt	1	730	i	0.4	nt	nt	0%	nt

Screening results deposited in PubChem BioAssay by several laboratories.
